# Source: PubChem BioAssay
# F508del corr – CFTR F508del correction in bronchial cells; CFBE cells, YFP halide quenching; stimulated with forskolin plus potentiator P3; % fluorescence drop versus neutral controls; activity (quench increase), % at 7.58 µM; 350,000 tested, 0.36% active; AID 720511;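 active = mean added fluorescence quench of at least 8% versus neutral control, with both replicates also reaching 8%; inconclusive = only one of the mean or replicate conditions met; inactive = mean below 8% and not both replicates reaching 8%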;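 also: cells transiently co-express mutant CFTR-F508del with the halide-sensitive YFP; corrector assay measuring rescue of mutant channel to the surface after 24 h compound exposure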
# RAD52 inh – inhibitors of human RAD52 DNA annealing; 360,000 tested, 0.46% active; AID 651710; inhibition, % at 18.7 µM; recombinant RAD52 DNA annealing, FRET fluorescence;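 active = every replicate showing at least 50% inhibition; inconclusive = mean inhibition at least 50% but not in every replicate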
# E-selectin induc – E-selectin induction on HUVECs; P16581; HUVEC E-selectin immunofluorescence imaging; normalized: neutral wells 0, TNF-alpha wells 100; activation, % at 7.58 µM; 260,000 tested, 0.37% active; AID 686992;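 active = mean E-selectin-positive cell signal at least 10% of the positive control, reached in at least 60% of replicates, without over 20% cell loss; inconclusive = no rule given, readout overlaps actives, possibly toxicity-flagged; inactive = the rest, including those meeting only one limit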;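 also: in these data hits start at about 27%; measured in HUVEC primary endothelial cells; signal is the percent of cells scored E-selectin positive by PE staining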
#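 Material: HUVEC primary endothelial cells; Amount: 3,000 cells per well; Dosing: single concentration; Medium: EGM-2 growth medium on 0.1% gelatin-coated wells; Read-out basis: percent E-selectin-positive cells; Signal: immunofluorescence imaging; Control set: TNF-alpha, DMSO.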
# CASP6 VEID inh – blocks human caspase-6 cleavage activity; 350,000 tested, 0.53% active; inhibition, % at 12.5 µM; purified caspase-6, Z-VEID-R110 cleavage fluorescence;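 active = mean inhibition across replicates at least about 35%, with every replicate also reaching that limit, limit read from the data; inconclusive = only one of the two criteria met; inactive = neither criterion met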;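 also: 0% = median of neutral control wells and 100% = no fluorescence left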
# Target sequence (P55212 24-179 limits assumed): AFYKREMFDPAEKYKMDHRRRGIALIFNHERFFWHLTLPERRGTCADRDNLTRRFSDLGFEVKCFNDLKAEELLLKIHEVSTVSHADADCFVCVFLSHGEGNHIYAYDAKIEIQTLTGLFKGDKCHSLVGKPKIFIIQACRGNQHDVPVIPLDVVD
# Target sequence (P55212 194-293 limits assumed): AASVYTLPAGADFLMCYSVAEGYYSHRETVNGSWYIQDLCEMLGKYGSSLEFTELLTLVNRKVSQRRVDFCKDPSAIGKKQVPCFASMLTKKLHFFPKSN
# DENV2 CPE rescue – inhibitors of DENV2 cytopathic effect; CPE inhibition, % at 9.99 µM; DENV2-infected cells, cytopathic effect rescue, plate reader; 350,000 tested, 1.7% active; in the data active = CPE inhibition above about 20%, passing the limit was not always enough; inconclusive = no clear call, values can overlap the other calls; tested in BHK-21 cells;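 also: 0% = median of neutral control wells and 100% = median of positive control wells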
# INS-1E GSIS act – GLuc luminescence reporter in INS-1E cells, primary screen for activators of glucose-dependent secretion of insulin. INS-1E GLuc reporter insulin secretion, 2-3 h. activation, % at 16.6 µM. 370,000 tested, 0.61% active. AID 743287;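 active = lowest replicate activation of at least 40%, so every replicate reaches that level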;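 also: 0% = median of neutral control wells and 100% = median of IBMX positive control wells; some compounds called inactive have numbers as strong as hits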
# RAD54 inh – blocks human RAD54 Holliday junction branch migration. Q92698. FAM/BHQ fluorescence. inhibition, % at 10.4 µM. 360,000 tested, 0.14% active. AID 602329;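 active = mean normalized replicate activity at least 40 and at least half of replicates scoring 40 or more; inconclusive = only one of the two criteria met; inactive = mean below 40 and under half of replicates reaching 40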;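 also: 0% = median of neutral control wells and 100% = median of positive control wells; inhibitors cause a drop in the FAM fluorescence signal; in these data hits start at about 50%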
# Target sequence (Q92698 whole entry, looked up): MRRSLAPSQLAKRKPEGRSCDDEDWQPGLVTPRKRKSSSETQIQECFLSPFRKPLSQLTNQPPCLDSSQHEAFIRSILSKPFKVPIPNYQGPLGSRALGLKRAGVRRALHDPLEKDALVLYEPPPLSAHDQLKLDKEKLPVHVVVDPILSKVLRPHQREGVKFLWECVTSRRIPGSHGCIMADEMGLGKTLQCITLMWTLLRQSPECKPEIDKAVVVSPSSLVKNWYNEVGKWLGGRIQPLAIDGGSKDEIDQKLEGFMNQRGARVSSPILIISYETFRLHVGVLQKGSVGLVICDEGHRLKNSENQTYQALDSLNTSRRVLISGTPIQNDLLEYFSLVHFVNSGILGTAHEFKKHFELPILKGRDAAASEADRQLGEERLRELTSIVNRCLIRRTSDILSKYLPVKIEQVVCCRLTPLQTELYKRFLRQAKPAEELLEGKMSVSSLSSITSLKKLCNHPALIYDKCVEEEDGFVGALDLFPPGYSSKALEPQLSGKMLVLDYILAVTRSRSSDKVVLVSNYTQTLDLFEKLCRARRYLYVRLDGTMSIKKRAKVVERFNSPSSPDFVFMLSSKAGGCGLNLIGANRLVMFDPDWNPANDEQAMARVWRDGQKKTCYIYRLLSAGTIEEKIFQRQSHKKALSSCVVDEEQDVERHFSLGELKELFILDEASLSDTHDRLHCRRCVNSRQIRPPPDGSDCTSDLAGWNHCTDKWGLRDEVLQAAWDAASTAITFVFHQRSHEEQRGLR
# Xi reactivation – activators of X-chromosome reactivation in mouse fibroblasts; XiGFP mouse fibroblasts, % GFP-positive cells imaging, 3 d; cells co-treated with 5-aza-dC sensitizer; scaled so ellipticine positive control = 100%; AID 743238; activation, % at 7.58 µM; 360,000 tested, 0.055% active;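 active = mean normalized replicate activation at least 10% and every replicate at or above 10%; inconclusive = only one of the two criteria met; inactive = mean below 10% and not all replicates reach 10%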;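 also: 0% = median of on-plate neutral control wells and 100% = ellipticine 6 µM median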
#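 Material: XiGFP fibroblasts, SV40-immortalized. Buffer or medium: DMEM plus 5-aza-dC sensitizer. Compound: single concentration per compound, delivered by pin transfer. Times: 3 days compound exposure. Controls: ellipticine 6 µM.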
# * marks the source's active call; other numbers are inactive results; ? = inconclusive; nt = no result given; & = joins results of further samples.
mol,F508del corr,RAD52 inh,E-selectin induc,CASP6 VEID inh,DENV2 CPE rescue,INS-1E GSIS act,RAD54 inh,Xi reactivation
CC1(C)CC(NS(=O)(=O)c2ccc(C(C)(C)C)cc2)CC(C)(C)N1,1.2,-2,nt,1,0,nt,3,0.0
CC1S/C(=N/N=C/c2ccco2)N(Cc2ccc(F)cc2)C1=O (configuration not stated),2.5,-25,2.6,-1,9,-18,nt,0.1
CC(C)(C)c1ccc(-c2noc(-c3ccno3)n2)cc1,1.4,-3,3.8,-1,?,-13,-9,0.0
O=C1CN(S(=O)(=O)c2cccc(Cl)c2Cl)CCN1,-1.3,0,0.1,-8,-7,4,-5,0.0
O=C(c1ccc(Cl)c(S(=O)(=O)N2CCOCC2)c1)N1CCCCCC1,0.0,-14,nt,-1,-2,3,5,-0.1
O=C(Nc1ccccc1)C1=C[C@@H](c2coc3ccccc3c2=O)C[C@@H](OCc2ccc(CO)cc2)O1,-1.4&0.3,-45&-3,0.1,1&-3,2&-1,0,-3,-0.7
COCCN1C(=O)N[C@@H](c2cccc(C(F)(F)F)c2)[C@H](C(=O)OC)[C@H]1C,-0.3,-6,0.2,-2,-5,-1,3,0.0
COc1ccc(S(=O)(=O)Nc2cc(S(=O)(=O)N3CCOCC3)ccc2OC)cc1,4.8,-16,-0.4,2,?,10,4,0.1
CNC(=S)NNC(=O)c1ccc(C(C)(C)C)cc1,-0.3,-7,nt,-6,3,nt,nt,0.4
Cc1cccc(C)c1NC(=O)C(c1ccccc1)N1CCN(c2ccc(F)cc2)CC1 (configuration not stated),1.3,-16,0.2,-2,-8,11,-8,-0.2
CCN(C(=O)c1ccco1)C1C2CC3CC(C2)CC1C3 (configuration not stated),-1.0,3,-0.3,3,?,1,10,-0.1
C[C@@H]1CCCCO[C@H](CN(C)C(=O)Nc2ccc(F)cc2)[C@@H](C)CN([C@@H](C)CO)C(=O)c2cc(NC(=O)CCCN(C)C)ccc2O1,1.6,-7,-0.1,0,0,8,nt,-1.1
Cc1cccc2cc(C#N)c(NCCNC(=O)c3ccccc3)nc12,0.2,-28,0.8,-7,5,25,-5,0.1
COc1ccc(/C=N/NC(=S)NCC2CCCO2)cc1 (configuration not stated),0.0,-3,0.1,-4,3,0,nt,0.0
CC(=O)Nc1ccc(S(=O)(=O)c2ccc(N)cc2)cc1,-5.5,-18,0.2,nt,-10,nt,4,0.1
CC(=O)c1ccc2c(c1)CCN2,-1.7,-16,0.9,-2,-5,14,1,0.0
C[C@H]1CN([C@@H](C)CO)C(=O)c2cc(-c3cccnc3)cnc2O[C@H]1CN(C)C(=O)NC1CCCC1,-0.2,16,0.1,-1,2,16,3,0.3
CCNC(=O)C[C@H]1CC[C@@H]2[C@H](COC[C@@H](O)CN2C(=O)Nc2ccc(C(F)(F)F)cc2)O1,-0.4,-7,0.0,3,9,-17,-6,0.0
O=C(O)CC/C(=N/NC(=O)CNC(=O)Cc1ccccc1)c1ccccc1,-0.6,-7,1.5,-5,-1,4,nt,0.0
COc1ccc(-c2csc3ncn(CC(=O)N4CCOCC4)c(=O)c23)cc1,-0.7,-12,nt,2,1,10,nt,0.5
O=C(COC(=O)/C=C/c1cccc([N+](=O)[O-])c1)NCc1ccco1,0.7,2,nt,0,-3,-13,nt,0.0
CC(C)n1ncc2c(C(=O)Nc3ccc(S(C)(=O)=O)cc3)cc(C3CC3)nc21,-0.9,-19,2.6,4,-10,-8,-7,0.5
COCCCNC(=O)CN1C(=O)CSc2ccc(S(=O)(=O)N3CCOCC3)cc21,1.8,-8,nt,-10,-2,-5,10,0.1
Cc1ccc(OCCC(=O)OCC(=O)Nc2ccc(C)cc2Cl)cc1,-4.9,-8,nt,0,2,15,13,0.1
COc1cccc(-c2cc3nc4c(c(N5CCC6(CC5)OCCO6)n3n2)CCCC4)c1,-0.4,-17,nt,5,-6,13,2,nt
CC(=O)NC(CC(=O)Nc1ccc(S(=O)(=O)Nc2nccs2)cc1)c1ccccc1 (configuration not stated),-2.9,-35,-0.1,1,6,14,2,0.0
CCN1C(=O)C(CC(=O)Nc2ccc(F)cc2)N(Cc2ccco2)C1=S (configuration not stated),1.7,-11,5.8,1,1,-28,2,0.1
COC(=O)[C@@]12C[C@@H](CC(=O)N3CCN(C(=O)c4ccco4)CC3)C(=O)N(Cc3ccco3)C1=CCC(C)(C)C2,-3.5,7,-0.2,5,8,-16,nt,0.0
N#Cc1c(Cl)nsc1NCCN1CCOCC1,-3.5,-13,-0.1,7,-3,26,-8,0.3
CC(=O)Nc1cc[n+](CC(=O)c2cccc([N+](=O)[O-])c2)cc1,-5.9,7,nt,-4,1,9,3,-0.1
Brc1ccc(NC(c2ccccc2)c2ccncc2)cc1 (configuration not stated),0.7,-6,0.0,0,-1,5,-4,0.2
Cc1ccccc1CNC(=O)COc1ccccc1,1.1,-6,0.0,-4,-2,3,-10,0.2
COc1cccc(-c2noc(C3CCCN(C(=O)CC(C)(C)C)C3)n2)c1 (configuration not stated),3.7,-3,0.0,-2,-2,-34,nt,0.3
C[C@@H]1CCCCO[C@H](CN(C)S(=O)(=O)c2ccc(F)cc2)[C@H](C)CN([C@@H](C)CO)C(=O)c2cc(NS(=O)(=O)c3ccccc3)ccc2O1,-1.5,-5,0.2,-2,2,-25,-1,0.0
C[C@H]1CN([C@@H](C)CO)C(=O)c2cc(-c3ccncc3)cnc2O[C@H]1CN(C)C(=O)CN1CCOCC1,0.6,1,0.2,-4,-3,4,0,0.0
O=C(O)CCCCCCC1C(=O)NC(=O)N1CCC(O)C1CCCCC1 (configuration not stated),-1.8,-6,0.0,nt,0,3,3,-0.1
C[C@@H]1CCCCO[C@H](CN(C)Cc2ccc3c(c2)OCO3)[C@@H](C)CN([C@@H](C)CO)C(=O)c2cc(NC(=O)NC3CCCCC3)ccc2O1,-1.2,27,-0.2,1,3,-25,11,0.1
N/C(=N\OC(=O)c1cccc(C(F)(F)F)c1)c1cnccn1,-2.4,-13,nt,-1,2,19,-7,0.0
CCOc1ccc(Cc2c(C)[nH]c3ccc(C(=O)O)cc3c2=S)cc1,2.2,-68,0.0,17,-4,-2,-7,0.1
CC(=O)Nc1ccc(S(=O)(=O)Nc2cccc(-c3csc(C)n3)c2)cc1,0.0,-13,1.5,2,3,nt,4,0.1
CO[C@@H]1CN(C)C(=O)c2cc(NC(=O)C3CCCCC3)ccc2OC[C@H](C)N(Cc2nccs2)C[C@@H]1C,4.3,3,-0.2,0,14,-18,-1,0.4
CC(C)(C)NC(=S)N/N=C/c1c(Cl)cccc1Cl,-2.3,-5,5.9,0,14,5,nt,0.3
CCn1c(SCC(=O)Nc2cc(OC)ccc2OC)nc2c(c1=O)SCC2,1.2,-28,-0.1,1,6,16,15,0.4
CC(C)c1nc(SCC(=O)NC(=O)NC(C)(C)C)n[nH]1,3.5,-13,-0.1,10,4,-2,nt,0.2
Cc1cc(NC(=O)Cn2nc(C(=O)O)c3ccccc3c2=O)c([N+](=O)[O-])cc1C,0.5,-14,nt,-1,-7,2,-16,0.0
Cc1noc(C)c1S(=O)(=O)Nc1ccc2c(c1)C(=O)N([C@@H](C)CO)C[C@@H](C)[C@@H](CN(C)C(=O)Nc1ccc(C(F)(F)F)cc1)OCCCC[C@@H](C)O2,1.5,-63,0.0,0,?,1,0,-1.0
COc1ccc(/C=N/NC(=O)c2cc(=O)[nH]c3ccccc23)cc1OC,0.6,-5,nt,-1,7,-3,nt,0.1
C[C@@H]1CN([C@@H](C)CO)C(=O)c2cc(-c3cccnc3)cnc2O[C@@H]1CN(C)Cc1ccc(Oc2ccccc2)cc1,-1.9,12,-0.3,0,-2,-12,-9,-0.8

# Rewritten with two lines to a compound: entries from further up
# Second line of a record: F508del corr | RAD52 inh | E-selectin induc | CASP6 VEID inh | DENV2 CPE rescue | INS-1E GSIS act | RAD54 inh | Xi reactivation
- Cc1noc(C)c1S(=O)(=O)Nc1ccc2c(c1)C(=O)N([C@@H](C)CO)C[C@@H](C)[C@@H](CN(C)C(=O)Nc1ccc(C(F)(F)F)cc1)OCCCC[C@@H](C)O2
    1.5 | -63 | 0.0 | 0 | ? | 1 | 0 | -1.0
- C[C@@H]1CN([C@@H](C)CO)C(=O)c2cc(-c3cccnc3)cnc2O[C@@H]1CN(C)Cc1ccc(Oc2ccccc2)cc1
    -1.9 | 12 | -0.3 | 0 | -2 | -12 | -9 | -0.8

# Next section:
mol,F508del corr,RAD52 inh,E-selectin induc,CASP6 VEID inh,DENV2 CPE rescue,INS-1E GSIS act,RAD54 inh,Xi reactivation
COc1cccc(NC(=O)Cn2c(CCC(=O)O)ccc2-c2ccc(Cl)cc2)c1,1.9,-25,nt,2,0,-5,nt,0.0
C[N+]1([O-])[C@@H]2Cc3cc4c(cc3[C@@H]1Cc1cc3c(cc12)OCO3)OCO4 (some centres not stated),1.6,-1,-0.1,-1,-6,-27,-8,0.6
COc1cccc(NC(=O)N2CC(=O)N3[C@H](CO)[C@H](c4ccc(Br)cc4)[C@@H]3C2)c1,3.2,-10,-0.4,3,?,3,nt,0.0
O=C(COc1ccc(Br)cc1)N(Cc1cccs1)C1CCS(=O)(=O)C1 (configuration not stated),-0.6,-3,nt,-1,-6,10,-12,-0.1
COc1cccc(NC(=O)CN(C)C(=O)c2ccc(-c3cccc(C(F)(F)F)c3)o2)c1,3.9,1,-1.6,4,4,-70,nt,0.2
Cc1csc2ncc(C(=O)N3CCCc4ccccc43)c(=O)n12,2.4,-3,0.1,2,-4,nt,-6,0.0
CN(Cc1ccccc1)c1ccc(N2C(=O)CCC2=O)cc1[N+](=O)[O-],1.0,-1,0.9,6,-4,-10,7,0.0
CC[C@H](C)[C@H](NC(N)=O)C(=O)NCCc1ccc(OC)c(OC)c1,-1.8,-8,0.1,-2,14,nt,nt,0.0
CSCCNC(=O)c1ccc(OC2CCN(S(=O)(=O)N(C)C)CC2)cc1,5.7,-11,nt,-1,-5,10,-12,0.0
O=C(NC1CC2CCCC(C1)N2Cc1ccccc1)c1cccc(F)c1 (configuration not stated),-0.8,-4,0.1,-13,7,-12,-10,0.0
COC(=O)CNC(=O)COC(=O)/C=C/c1ccc2ccccc2n1,0.2,-13,nt,7,-1,2,nt,0.2
CC1CCCN(C(=O)Cn2nnc(-c3ccc(S(C)(=O)=O)cc3)n2)C1 (configuration not stated),0.3,-3,-0.1,-1,0,-7,-4,0.0

# Copied from the list.
# COc1cccc(NC(=O)CN(C)C(=O)c2ccc(-c3cccc(C(F)(F)F)c3)o2)c1 @ INS-1E GSIS act: -70
# CN(Cc1ccccc1)c1ccc(N2C(=O)CCC2=O)cc1[N+](=O)[O-] @ E-selectin induc: 0.9
# CC1CCCN(C(=O)Cn2nnc(-c3ccc(S(C)(=O)=O)cc3)n2)C1 (configuration not stated) @ RAD52 inh: -3
# COc1cccc(NC(=O)N2CC(=O)N3[C@H](CO)[C@H](c4ccc(Br)cc4)[C@@H]3C2)c1 @ CASP6 VEID inh: 3
# CSCCNC(=O)c1ccc(OC2CCN(S(=O)(=O)N(C)C)CC2)cc1 @ Xi reactivation: 0.0
